A3A deaminase: APOBEC3A ssDNA deaminase inhibitors, primary screen, selectivity assay for APOBEC3G inhibitor project, biochemical, FAM/TAMRA oligo cleavage fluorescence | DNA dC->dU-editing enzyme APOBEC-3A (Homo sapiens), P31941 | recombinant A3A, FAM/TAMRA ssDNA deamination fluorescence | inhibition, % at 20 µM | 330,000 compounds, 0.41% hits;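 active means at least 40% inhibition at 20 µM here, with at most 30% in a related deaminase screen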;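 further: plate controls were A3A with DMSO for no effect and wells lacking A3A enzyme for full effect; some results filed as inactive read as strong as hits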
Target sequence (P31941 whole entry, looked up): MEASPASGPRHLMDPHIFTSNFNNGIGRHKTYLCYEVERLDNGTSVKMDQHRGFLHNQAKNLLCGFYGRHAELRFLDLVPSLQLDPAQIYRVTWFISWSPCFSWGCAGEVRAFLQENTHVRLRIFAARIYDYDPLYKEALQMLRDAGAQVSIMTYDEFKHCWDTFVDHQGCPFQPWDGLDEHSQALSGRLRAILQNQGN
mIAP act: activators of mouse IAP, primary screen, biochemical, luminescence, uHTS | AID 2805, 2010 | activation factor at 10 µM | intestinal alkaline phosphatase [Mus musculus] | 330,000 compounds, 0.24% hits | muIAP, CDP-Star luminescence, 30 min; hits give high values; 1 = vehicle-only enzyme signal, 0 = enzyme-free wells;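 active means activation factor of at least 2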; further: the source names both 10 and 20 µM as test concentration; values of inactives mirror those of a sister screen read the other way
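System: mouse IAP enzyme. Reagent: CDP-Star chemiluminescent phosphatase substrate. Benchmarks: DMSO wells, no-enzyme wells. Times: 30 min enzyme-substrate-compound incubation at room temperature. Detection: luminescence from enzymatic CDP-Star hydrolysis. Doses: test compounds delivered from DMSO solution.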
beta cell repl: inducers of MIN6 beta-cell proliferation, primary screen, ATP luminescence, uHTS; MIN6 cells proliferation, ATPlite luminescence, 48 h; cells starved in 0.2% serum; 100% = growth in 10% serum; proliferation, % at 10 µM; 330,000 compounds, 0.29% hits;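 active means compounds whose signal lies at least 3.5 SD above the mean of all wells on their plate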;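 further: 0% = DMSO-treated cells in low-serum medium and 100% = 10% serum control; some compounds called inactive have numbers as strong as hits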
mIAP block: inhibitors of mouse IAP, primary screen, biochemical, luminescence, uHTS; 330,000 compounds, 0.2% hits; inhibition, % at 10 µM; purified mouse IAP, CDP-Star luminescence, 30 min; intestinal alkaline phosphatase [Mus musculus]; AID 2806, 2010;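 active means inhibition of at least 40% at 10 µM in the primary screen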;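 further: plate controls were DMSO with enzyme for no effect and no enzyme wells for full effect; values of inactives mirror those of a sister screen read the other way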
hIAP act: human IAP activators, primary screen, biochemical, luminescence, uHTS | 330,000 compounds, 0.16% hits | Intestinal-type alkaline phosphatase (Homo sapiens), P09923 | activation factor at 10 µM | purified human IAP, CDP-Star luminescence, 30 min; hits give high values; 1 = vehicle-only enzyme, 0 = enzyme-free background;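 active means activation factor of the enzyme at least 2-fold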; further: the source names both 10 and 20 µM as test concentration; values of inactives mirror those of a sister screen read the other way
hIAP block: human IAP inhibitors, primary screen, biochemical, luminescence, uHTS; Intestinal-type alkaline phosphatase (Homo sapiens), P09923; purified IAP, CDP-Star luminescence, 30 min; inhibition, % at 10 µM; 330,000 compounds, 0.12% hits;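 active means inhibition reaching a set limit with compound at 10 µM in the primary screen, cut at about 35% in these data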;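 further: plate controls were DMSO wells with enzyme for no effect and no-enzyme buffer wells for full effect; values of inactives mirror those of a sister screen read the other way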
MPTP inh: mitochondrial permeability transition pore inhibitors, primary screen, biochemical, isolated mouse mitochondria, absorbance; Ca2+ swelling absorbance, 30 min; inhibition, % at 10 µM; 360,000 compounds, 1.4% hits; AID 602449, 2012;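 active means inhibition of 50% or more, scaled per plate between neutral and stimulator controls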;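 further: 0% = DMSO wells given calcium and 100% = 1 mM EGTA wells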
A3G deaminase: APOBEC3G DNA deaminase inhibitors, primary screen, biochemical, fluorescence, single-stranded DNA substrate, uHTS | DNA dC->dU-editing enzyme APOBEC-3G (Homo sapiens), Q9HC16 | recombinant A3G, ssDNA deamination FAM/TAMRA fluorescence | inhibition, % at 20 µM | 330,000 compounds, 0.28% hits | AID 493012, 2011;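 active means inhibition of at least 40% at 20 µM, with no more than 30% in the related APOBEC3A deaminase screen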;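 further: plate controls were DMSO wells with A3G for no effect and wells lacking A3G enzyme for full effect; some compounds called inactive have numbers as strong as hits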
Target sequence (Q9HC16 whole entry, looked up): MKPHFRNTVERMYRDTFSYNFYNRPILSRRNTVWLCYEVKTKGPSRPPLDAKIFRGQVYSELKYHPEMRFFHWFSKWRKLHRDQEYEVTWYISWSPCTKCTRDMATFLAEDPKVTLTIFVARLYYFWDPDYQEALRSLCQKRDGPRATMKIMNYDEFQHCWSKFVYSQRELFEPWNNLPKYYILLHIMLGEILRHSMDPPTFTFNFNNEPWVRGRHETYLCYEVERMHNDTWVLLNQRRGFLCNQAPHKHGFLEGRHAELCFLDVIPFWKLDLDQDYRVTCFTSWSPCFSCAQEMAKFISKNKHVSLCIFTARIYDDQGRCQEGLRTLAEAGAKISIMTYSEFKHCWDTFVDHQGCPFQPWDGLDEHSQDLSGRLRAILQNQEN
ATG4B inh: ATG4B protease inhibitors, primary screen, biochemical, fluorescence, uHTS | ATG4B cleavage of LC3-PLA2, NBD-HPC fluorescence, 1 h | inhibition, % at 8.33 µM | 340,000 compounds, 0.51% hits | AID 504462, 2011; in the data active means inhibition above about 40%
Target sequence (Q9Y4P1 whole entry, looked up): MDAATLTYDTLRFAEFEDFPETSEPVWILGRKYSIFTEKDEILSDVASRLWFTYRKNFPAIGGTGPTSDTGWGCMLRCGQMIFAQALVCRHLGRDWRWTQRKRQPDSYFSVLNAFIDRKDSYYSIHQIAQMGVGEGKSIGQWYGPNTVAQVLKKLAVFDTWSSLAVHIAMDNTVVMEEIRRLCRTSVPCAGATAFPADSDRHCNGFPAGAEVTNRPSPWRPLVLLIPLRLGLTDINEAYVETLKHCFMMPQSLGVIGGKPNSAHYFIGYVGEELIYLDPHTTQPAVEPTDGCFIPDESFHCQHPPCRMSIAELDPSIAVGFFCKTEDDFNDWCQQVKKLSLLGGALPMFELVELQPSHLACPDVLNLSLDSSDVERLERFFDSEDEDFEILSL
* = called active by the depositor.

SMILES | A3A deaminase | mIAP act | beta cell repl | mIAP block | hIAP act | hIAP block | MPTP inh | A3G deaminase | ATG4B inh
C[C@H](C(=O)CC(=O)OC(C)(C)C)[C@H](O)c1ccc(C(F)(F)F)cc1 | -2.5 | 0.991 | -4.8 | 0.9 | 0.844 | 15.6 | 0.1 | -9.6 | 1.2
CCOC(=O)C1=C(C)N(C)C(C)=C(C(=O)OCC)C1c1ccccn1 | -6.3 | 0.913 | -1.6 | 8.7 | 1.16 | -16.1 | 0.2 | -5.6 | -13.6
COc1ccccc1C(=O)Nc1nnc(S(=O)(=O)N2CCN(c3ccc(F)cc3)CC2)s1 | -6.1 | 0.928 | 0.5 | 7.2 | 0.976 | 2.4 | 1.7 | -7.2 | 2.6
CCn1c(Cc2c(C)[nH]c3ccccc23)nnc1SCC(=O)NCc1ccccc1 | -0.3 | 1.02 | 0.0 | -1.9 | 0.935 | 6.5 | -0.9 | -2.4 | -9.3
Fc1ccc(CN2CCC(Cc3ccccc3)CC2)cc1F | -3.0 | 1.06 | -1.7 | -5.6 | 1.06 | -5.6 | 0.4 | -8.4 | 9.4
COc1ccc(C(=O)N2CCOCC2)cc1Br | -5.7 | 1.01 | 4.2 | -0.8 | 1.02 | -1.9 | -0.8 | -3.6 | -7.4
CCN(CC)S(=O)(=O)c1ccc2c(c1)c(=O)c(C(=O)NCCN(C)CCc1ccccc1)cn2C | -2.1 | 0.878 | -1.4 | 12.2 | 1 | -0.4 | 2.2 | -4.5 | -4.6
Cc1cc(C)n(CC(C)NC(=O)c2cc(COc3ccc(F)c(F)c3)on2)n1 (configuration not stated) | -2.8 | 1.02 | -1.1 | -2.5 | 0.944 | 5.6 | -0.3 | -5.7 | -2.2
CC(C)C(NCc1c(Cl)cccc1Cl)C(=O)O (configuration not stated) | 0.1 | 1.03 | -1.2 | -3.1 | 0.867 | 13.3 | -3.2 | -3.1 | 8.2
COc1ccc(NS(=O)(=O)c2cc(C(=O)N3CCN(C/C=C/c4ccccc4)CC3)ccc2C)cc1 | -1.4 | 0.915 | -3.4 | 8.5 | 1 | 0.0 | -0.7 | -6.7 | -15.9
CO/N=C/C(C#N)=C/c1ccc(OC)cc1 | -2.0 | 0.904 | -4.8 | 9.6 | 0.967 | 3.3 | -1.0 | -4.8 | -2.2
O=C(Cn1c(S(=O)(=O)Cc2ccccc2)nc2ccccc21)N1CCCCC1 | -1.3 | 0.981 | 4.0 | 1.9 | 1.12 | -11.8 | -2.0 | 0.0 | -15.8
CCCSc1nnc2n(-c3ccccc3OC)c(=O)c3c4c(sc3n12)CCC4 | 4.5 | 1.06 | -3.2 | -6.0 | 0.997 | 0.3 | -2.4 | -1.9 | -12.1
CC(C)CNC(=O)C(=O)N/N=C/c1cccs1 | 5.5 | 0.941 | -0.2 | 5.9 | 1.27 | -27.2 | -2.9 | -2.6 | 7.9
Cc1ccccc1C(=O)c1c[nH]c(C(=O)N=CN(C)C)c1 | -0.6 | 0.99 | 0.3 | 1.0 | 1.12 | -12.3 | -1.4 | -4.6 | -8.1

Record cards (already shown). Order of screens: A3A deaminase	mIAP act	beta cell repl	mIAP block	hIAP act	hIAP block	MPTP inh	A3G deaminase	ATG4B inh
CO/N=C/C(C#N)=C/c1ccc(OC)cc1 reads -2.0	0.904	-4.8	9.6	0.967	3.3	-1.0	-4.8	-2.2
CCn1c(Cc2c(C)[nH]c3ccccc23)nnc1SCC(=O)NCc1ccccc1 reads -0.3	1.02	0.0	-1.9	0.935	6.5	-0.9	-2.4	-9.3
Cc1ccccc1C(=O)c1c[nH]c(C(=O)N=CN(C)C)c1 reads -0.6	0.99	0.3	1.0	1.12	-12.3	-1.4	-4.6	-8.1
COc1ccccc1C(=O)Nc1nnc(S(=O)(=O)N2CCN(c3ccc(F)cc3)CC2)s1 reads -6.1	0.928	0.5	7.2	0.976	2.4	1.7	-7.2	2.6

The list goes on.
SMILES | A3A deaminase | mIAP act | beta cell repl | mIAP block | hIAP act | hIAP block | MPTP inh | A3G deaminase | ATG4B inh
O=C(NCC1COc2ccccc2O1)C1CCN(S(=O)(=O)c2cccc3nsnc23)CC1 (configuration not stated) | 1.0 | 1.03 | 0.0 | -3.1 | 1.08 | -8.3 | 0.0 | 0.1 | -4.0
COc1ccc(C(=O)NCCn2cc(SCC(=O)NCC3CCCO3)c3ccccc32)cc1 (configuration not stated) | 2.7 | 0.923 | 5.1 | 7.7 | 1.26 | -26.1 | 0.6 | -5.3 | 3.0
O=C(c1ccccc1)C1CCN(C(=O)c2ccco2)CC1 | 0.8 | 1.02 | 0.1 | -2.1 | 1.01 | -1.3 | 1.8 | -4.2 | 5.4
CC(C)Oc1ccc(C(=O)OCC(=O)NCCNC(=O)COC(=O)c2ccc(OC(C)C)cc2)cc1 | -1.1 | 1.02 | -0.9 | -1.7 | 1.18 | -18.0 | 2.1 | -2.4 | -13.5
CCCc1nnc(NC(=O)c2nc(S(=O)(=O)Cc3cccc(C)c3)ncc2Cl)s1 | -5.3 | 0.893 | -6.7 | 10.7 | 1.04 | -4.4 | -1.0 | -5.0 | -4.5
Cc1nn(-c2ccccc2)c(Cl)c1C(=O)NC1CCCCC1 | -2.9 | 1.03 | -1.1 | -2.9 | 1.36 | -35.7 | -1.1 | -9.1 | -1.7
COc1ccc(S(=O)(=O)/N=C2\C=C(NS(=O)(=O)c3ccccc3)C(=O)c3ccccc32)cc1 | 2.2 | 0.895 | 0.0 | 10.5 | 0.723 | 27.7 | 20.1 | -1.1 | -24.5
Cc1sc(=NC(=O)c2ccco2)n(C)c1-c1ccc(Cl)cc1 | 4.5 | 0.977 | -4.1 | 2.3 | 1.03 | -3.0 | -0.8 | -0.7 | -10.4
Cn1c(N)c(Sc2ccc(F)cc2)c(=O)n(C)c1=O | 0.8 | 1 | -1.9 | -0.1 | 1.19 | -19.0 | 1.2 | -2.3 | 1.4
Cc1cc(C)n2nc(CNS(=O)(=O)c3ccc(CC(C)C)cc3)nc2n1 | -0.9 | 0.984 | -0.2 | 1.6 | 1.19 | -18.9 | 1.9 | -5.5 | -0.1
CCCCn1c(Oc2ccc(C(=O)OC)cc2)nc2c1c(=O)n(C)c(=O)n2C | 1.1 | 1.06 | -1.5 | -5.6 | 1.03 | -3.0 | 7.5 | 0.9 | -4.8
CC1CN(CC(=O)NN=C(c2ccccc2)c2ccccc2)CC(C)O1 (configuration not stated) | 0.0 | 0.947 | -5.1 | 5.3 | 1.37 | -36.8 | -1.0 | -3.4 | -3.8
Cc1cc(Cl)ccc1OCC(=O)Nc1ccncc1 | -8.5 | 1.12 | -4.3 | -11.8 | 1.1 | -9.9 | 80.5* | -7.1 | -0.2
COc1ccc(S(=O)(=O)n2nc(OC(=O)C3CCCCC3)cc2N)cc1 | -0.3 | 0.994 | 0.0 | 0.6 | 0.985 | 1.5 | -0.8 | -1.8 | -3.3
O=S(=O)(NCc1ccccn1)C(F)(F)F | -1.5 | 1.09 | -1.0 | -8.8 | 1.09 | -9.1 | -0.9 | -5.6 | -4.6
CCCCOc1ccc(C(=O)N/C(=C/c2cccc([N+](=O)[O-])c2)C(=O)O)cc1 | -0.2 | 1.04 | -2.4 | -3.7 | 1.11 | -10.7 | 3.3 | -7.5 | 8.3
Cc1noc(C(=O)N2CCN(c3ccccc3)CC2)c1Cl | -3.7 | 1.06 | -2.6 | -6.1 | 0.844 | 15.6 | 0.3 | -2.6 | -3.9
Cc1ccccc1NC(=O)COC(=O)[C@@H]1CCCN1C(=O)c1cccs1 | 7.0 | 1.07 | -2.4 | -7.1 | 1.1 | -10.5 | -0.5 | 19.0 | -5.3
Cc1ccc(OCC(=O)N2CCCc3ccccc32)cc1 | 1.1 | 1.04 | -0.7 | -3.6 | 1.09 | -9.2 | 0.4 | -5.7 | 5.1
Cc1ccc2cc(CCNC(=O)C(=O)c3c[nH]c4ccccc34)c(=O)[nH]c2c1 | -1.5 | 0.889 | 0.2 | 11.1 | 1.14 | -14.0 | 4.3 | -3.9 | -22.2
COc1ccccc1CCNC(=O)C(=O)NCC1OCCCN1S(=O)(=O)c1ccc(F)cc1C (configuration not stated) | -3.5 | 0.994 | 0.5 | 0.6 | 0.98 | 2.0 | -1.5 | -10.8 | -7.3
S=c1[nH]nc(-c2ccccn2)n1/N=C/c1ccc(Cl)cc1 | -5.5 | 0.933 | 1.2 | 6.7 | 1.06 | -6.3 | -0.9 | 49.7* | -2.3
C/C(CCC(C)C)=N\NC(=S)Nc1cc(S(=O)(=O)N2CCOCC2)ccc1N1CCOCC1 | 2.4 | 0.905 | -4.0 | 9.5 | 1.18 | -18.4 | 0.1 | -3.4 | -13.3
Cc1ccc(C)c(OCCOCCN2CC(C)OC(C)C2)c1C (configuration not stated) | -2.2 | 0.938 | -0.6 | 6.2 | 0.947 | 5.3 | -1.1 | 1.4 | -5.3
CCCCCCCCCCSc1n[nH]c(N)n1 | -2.6 | 0.902 | -2.8 | 9.8 | 1.04 | -4.3 | 9.8 | -6.9 | 18.0
Cc1cccc(CCNC(=O)CC2C(=O)NCCN2Cc2ccccc2C)n1 (configuration not stated) | 4.7 | 0.87 | -1.5 | 13.0 | 1.02 | -2.2 | -0.8 | 7.5 | -2.9
CCN(CC)C(=O)CSc1ccccc1N | 0.1 | 0.958 | -1.5 | 4.2 | 1.11 | -11.3 | 1.1 | -6.5 | -10.7
COc1cc2nc(NCCCN3CCN(C)CC3)n3nc(-c4ccccc4)nc3c2cc1OC | 3.2 | 1.08 | -5.4 | -8.2 | 0.886 | 11.4 | -0.3 | -4.1 | -9.8
CCOc1ccc(OCC(=O)Nc2ccc(S(=O)(=O)Nc3cc(C)nc(C)n3)cc2)cc1 | -3.1 | 0.899 | 0.6 | 10.1 | 0.976 | 2.4 | 3.0 | -6.8 | 1.0
O=C(c1cccc([N+](=O)[O-])c1)N1CCN(Cc2ccc3c(c2)OCO3)CC1 | 0.1 | 1.08 | -0.2 | -8.5 | 1.09 | -8.8 | -1.3 | -2.1 | -3.2
Cc1noc(C)c1C(=O)NCCc1ccc(Cl)cc1 | 8.9 | 1.08 | 1.0 | -8.0 | 1.05 | -4.7 | 0.1 | 2.1 | 3.5
C/C=C/C(=O)OCc1csc(CC(=O)Nc2ccccc2C)n1 | 5.6 | 1.04 | -2.8 | -3.9 | 1.04 | -3.7 | -0.4 | -4.2 | -6.5
COc1ccc(/C=C(\C#N)C(=O)OCC(=O)NCc2ccco2)cc1 | -2.0 | 0.976 | -5.9 | 2.4 | 1.23 | -22.6 | 0.6 | -4.0 | 2.0
CCOC(=O)c1csc(NC(=O)c2ccc(C#N)cc2)n1 | -2.5 | 1.04 | -0.1 | -4.5 | 1.29 | -29.2 | -1.3 | -4.1 | 2.8
COc1cc(C(=S)N2CCCCC2)ccc1OCC(=O)Nc1ccc(F)cc1 | -5.4 | 1.01 | -3.5 | -0.6 | 0.879 | 12.1 | -0.4 | -10.1 | -3.0
